From PubChem
Bim-Bcl-B: human Bim-Bcl-B interaction inhibition. hit rate 0.073% among 190,000. AID 951. Q9HD36. inhibition, % at 10 µM. bead-based flow cytometry, Bim peptide-Bcl-B binding;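 also: 0% = tracer peptide without compound and 100% = reference inhibitor peptide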
Target sequence (Q9HD36 whole entry, looked up): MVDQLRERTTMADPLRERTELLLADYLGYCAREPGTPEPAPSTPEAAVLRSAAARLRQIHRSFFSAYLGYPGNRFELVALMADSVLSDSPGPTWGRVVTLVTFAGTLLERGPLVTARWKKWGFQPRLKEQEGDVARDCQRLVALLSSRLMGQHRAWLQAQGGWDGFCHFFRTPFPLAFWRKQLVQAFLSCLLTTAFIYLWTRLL
RGS7-Gao: modulates binding of RGS7 to human Galphao | hit rate 0.35% among 220,000 | binding response (% of control), % at 10 µM | P09471 | Multiplexed bead flow cytometry; actives lie on both sides; in the data active = binding response below about 49% or above about 150%; inconclusive = no clear call, values can overlap the other calls; inactive = in between;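 also: fluorescent Galphao held in activated GDP-AlF4 state binding bead-coupled RGS7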
Bcl-XL Bim block: human Bim-Bcl-XL interaction inhibition; hit rate 0.04% among 190,000; AID 1007; Bim peptide-Bcl-XL binding, bead flow cytometry, fluorescence; inhibition, % at 10 µM; Q07817
Target sequence (Q07817 whole entry, looked up): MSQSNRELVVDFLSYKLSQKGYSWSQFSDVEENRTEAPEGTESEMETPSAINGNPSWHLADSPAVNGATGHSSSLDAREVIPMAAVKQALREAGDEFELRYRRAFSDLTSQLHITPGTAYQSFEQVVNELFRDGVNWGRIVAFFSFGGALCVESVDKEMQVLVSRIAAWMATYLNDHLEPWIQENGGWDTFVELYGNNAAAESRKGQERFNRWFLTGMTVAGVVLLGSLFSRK
Bim-Bcl-W: inhibitors of Bim-Bcl-W interaction, human; Q92843; bead-based flow cytometry, Bim peptide-Bcl-W binding; inhibition, % at 10 µM; hit rate 0.02% among 190,000; AID 952;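 also: 0% = bound tracer without compound and 100% = peptide blocker; higher means less fluorescent Bim peptide bound to Bcl-W beads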
Target sequence (Q92843 whole entry, looked up): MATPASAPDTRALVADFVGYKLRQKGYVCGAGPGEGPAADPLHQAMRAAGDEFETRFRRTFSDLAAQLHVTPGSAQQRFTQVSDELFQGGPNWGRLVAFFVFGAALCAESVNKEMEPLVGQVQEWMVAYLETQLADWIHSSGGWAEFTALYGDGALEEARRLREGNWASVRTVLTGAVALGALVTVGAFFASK
RGS4-Gao reg: human RGS4-Galphao interaction regulation; hit rate 0.33% among 220,000; Multiplexed bead flow cytometry, RGS4-Galphao binding; actives lie on both sides; AID 1415; P09471; binding response (% of control), % at 10 µM; in the data active = binding response below about 49% or above about 150%; inactive = in between;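 also: fluorescent Galphao activated with aluminum fluoride binding bead-coupled RGS4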
RGS8-Gao: regulators of human RGS8-Galphao interaction; multiplexed bead flow cytometry, RGS8-Galphao binding; actives lie on both sides; response (percent of control binding), % at 10 µM; P09471; hit rate 0.34% among 220,000; in the data active = response below about 60% or above about 140%; inactive = in between;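 also: Galphao activated as the GDP aluminium fluoride complex binding bead-coupled RGS8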
Bim-Bcl-2: human Bim-Bcl-2 interaction inhibition; inhibition, % at 10 µM; hit rate 0.06% among 190,000; Bead-based flow cytometry, Bim peptide-Bcl-2 binding; in the data active = inhibition above about 40%; inconclusive = no clear call, values can overlap the other calls;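 also: 0% = no compound wells with probe peptide and 100% = reference peptide inhibitor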
Target sequence (P10415 whole entry, looked up): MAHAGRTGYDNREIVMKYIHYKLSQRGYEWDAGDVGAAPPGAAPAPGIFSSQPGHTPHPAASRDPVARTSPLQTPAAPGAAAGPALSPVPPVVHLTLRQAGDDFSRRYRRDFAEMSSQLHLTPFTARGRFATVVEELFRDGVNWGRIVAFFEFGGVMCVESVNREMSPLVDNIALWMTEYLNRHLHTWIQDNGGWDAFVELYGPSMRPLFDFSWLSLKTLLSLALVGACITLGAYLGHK
ABCB1 inh: blocks JC-1 efflux by human ABCB1 transporter; inhibition, % at 6.6 µM; CCRF-Adr cells, flow cytometry; hit rate 0.067% among 190,000; P08183; AID 1326; in the data active = inhibition above about 40%;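 also: 0% = vehicle and 100% = reference inhibitor; higher value means more JC-1 retained so stronger ABCB1 efflux block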
Mcl-1 Bim block: human Bim-Mcl-1 interaction inhibition; Bead-based flow cytometry, Bim peptide-Mcl-1 binding; Q07820; hit rate 0.1% among 190,000; inhibition, % at 10 µM;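 also: 0% = no compound tracer wells and 100% = peptide blocker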
Bfl-1 Bim block: disrupts Bim binding to human Bfl-1; Q16548; Bead-based flow cytometry, Bim-Bfl-1 binding inhibition; hit rate 0.12% among 190,000; inhibition, % at 10 µM;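 also: 0% = wells without compound plus tracer and 100% = blocker peptide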
ABCG2 block: blocks JC-1 efflux by human ABCG2 transporter. inhibition, % at 6.6 µM. hit rate 0.1% among 190,000. IgMXP3 cells, flow cytometry. AID 1325. Q9UNQ0;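 active = inhibition above 80%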;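 also: 0% = DMSO and 100% = nicardipine control wells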
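Read-out basis: Efflux inhibition in percent versus controls | Test system: ABCG2 IgMXP3 and barcoded ABCB1 CCRF-Adr cell mix | Quantity: 3 million cells/mL in well | Schedule: 10 min at 25 °C | Control set: Nicardipine as high control, DMSO as low control | Reagent: JC-1 as fluorescent efflux pump substrate | Signal: Flow cytometry of retained JC-1 fluorescence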
Starred values were filed as active, the others as inactive; ? = inconclusive. Rule as the data show it, unless noted: active = inhibition above about 40%.

Bim-Bcl-B | RGS7-Gao | Bcl-XL Bim block | Bim-Bcl-W | RGS4-Gao reg | RGS8-Gao | Bim-Bcl-2 | ABCB1 inh | Compound | Mcl-1 Bim block | Bfl-1 Bim block | ABCG2 block
-2 | 94 | 1 | 0 | 97 | 97 | -1 | 0.6 | C#Cc1ccc([C@H]2C=C(C(=O)N3CCOCC3)O[C@@H](OCC)[C@@H]2CCCO)cc1 | 0 | -5 | 4
-1 | 91 | -2 | 0 | 89 | 96 | 0 | -0.1 | Cc1ccc2c([N+](=O)[O-])cccc2n1 | 0 | 0 | 1
3 | 100 | -2 | 0 | 99 | 101 | -1 | -0.1 | CCn1cc([N+](=O)[O-])c(C(=O)Nc2cc(C)on2)n1 | -1 | -1 | 1
-5 | 97 | -5 | -2 | 101 | 103 | -8 | 1.7 | CC1CCN(c2nc(CN3CCCCC3)nc3scc(-c4ccccc4)c23)CC1 | 0 | -8 | 2
-4 | 99 | -2 | 0 | 101 | 102 | -3 | 1.3 | COc1ccc(CCNC(=O)Cn2c([N+](=O)[O-])cnc2C)cc1OC | -1 | -6 | 3
-6 | 100 | -4 | -2 | 101 | 102 | -6 | -0.8 | CCOc1ccc(NC(=O)Nc2cccnc2)cc1 | -3 | -7 | 9
-6 | 108 | -7 | -2 | 105 | 103 | 1 | -0.3 | Cc1ccc(S(=O)(=O)NC(=O)c2ccc(-c3ccc(-c4ccccc4)cc3)o2)c(C)c1 | -4 | -2 | -3
-4 | 101 | -4 | -3 | 99 | 101 | 1 | 0.6 | CCOCCCNC(=O)C(NC(=O)c1ccc(NC(C)=O)cc1)c1ccc(C)cc1 (stereo not drawn) | -4 | -2 | 6
0 | 98 | 0 | 0 | 101 | 104 | -2 | 0.3 | O=C(CCNS(=O)(=O)c1cccc2nsnc12)NCc1cccs1 | 1 | -1 | 2
-13 | 103 | -10 | -7 | 101 | 106 | -5 | -0.8 | Cc1ccc2c(Cl)c(C(=O)N/N=C/c3cccn3C)sc2c1 | -10 | -5 | 35
-8 | 102 | -6 | -2 | 101 | 100 | -11 | 9.0 | O=C1C(c2ccc(F)cc2)N(CC2COc3ccccc3O2)C(=O)CN1C1CCCCC1 (stereo not drawn) | -4 | -19 | 14
0 | 99 | 3 | 1 | 97 | 100 | 1 | 1.4 | CCOC(=O)CC(NC(=O)c1cccc2c1C(=O)N(Cc1cccnc1)C2)c1ccc(OCC)c(OC)c1 (stereo not drawn) | -1 | 3 | 2
-12 | 97 | -2 | 2 | 99 | 99 | -8 | -0.1 | COc1cc(C(=O)NCC(C)C)c([N+](=O)[O-])cc1OC | 0 | -11 | -1
-2 | ? | 0 | -2 | 100 | 98 | 0 | 1.5 | Cc1ccc2c(c1)nnn2C1CCN(CC(=O)NCc2ccccc2F)CC1 | -1 | -4 | 2
-10 | 103 | -16 | -7 | 102 | 106 | -17 | 0.9 | Cc1nc2sc(C(c3ccc(Cl)cc3)N3CCN(C(=O)c4ccco4)CC3)c(O)n2n1 (stereo not drawn) | -8 | -21 | 33
20 | 96 | 30 | 20 | 89 | 98 | 15 | 0.4 | CCCC1(CCC)NC(=O)N(CC(=O)c2cc(C)n(-c3ccc4c(c3)OCO4)c2C)C1=O | 25 | 25 | 2
-2 | 91 | -1 | -2 | 88 | 97 | -4 | -0.1 | CC(SCc1ccccc1)C(=O)N/N=C/c1ccc2c(c1)OCO2 (stereo not drawn) | -4 | -1 | 2
-6 | 95 | -3 | 0 | 99 | 96 | -10 | 0.4 | CCCNC(=O)c1cccc(Cn2nc(C)c(Br)c2C)c1 | -2 | -11 | 1
-3 | 100 | 0 | 1 | 89 | 100 | 0 | 0.6 | Cc1ccc(C(=O)O)cc1S(=O)(=O)N1CCCC1 | -1 | -2 | 1
-6 | ? | -6 | -2 | 95 | 98 | -3 | 0.3 | CC(C)c1ccc(C(CC(=O)O)NC(=O)c2cccs2)cc1 (stereo not drawn) | -2 | -8 | -1

Structures above that have fluorine:
Bim-Bcl-B | RGS7-Gao | Bcl-XL Bim block | Bim-Bcl-W | RGS4-Gao reg | RGS8-Gao | Bim-Bcl-2 | ABCB1 inh | Compound | Mcl-1 Bim block | Bfl-1 Bim block | ABCG2 block
-8 | 102 | -6 | -2 | 101 | 100 | -11 | 9.0 | O=C1C(c2ccc(F)cc2)N(CC2COc3ccccc3O2)C(=O)CN1C1CCCCC1 (stereo not drawn) | -4 | -19 | 14
-2 | ? | 0 | -2 | 100 | 98 | 0 | 1.5 | Cc1ccc2c(c1)nnn2C1CCN(CC(=O)NCc2ccccc2F)CC1 | -1 | -4 | 2

Next part.
Bim-Bcl-B | RGS7-Gao | Bcl-XL Bim block | Bim-Bcl-W | RGS4-Gao reg | RGS8-Gao | Bim-Bcl-2 | ABCB1 inh | Compound | Mcl-1 Bim block | Bfl-1 Bim block | ABCG2 block
-3 | 98 | -2 | -2 | 100 | 102 | -4 | 0.2 | COC(=O)C(=O)Nc1nnc(COc2ccccc2)s1 | -2 | -1 | 3
-8 | 103 | -3 | 1 | 106 | 108 | -14 | 0.6 | C(=C/c1ccnc2nc(SC/C=C/c3ccccc3)nn12)/c1ccccc1 | -4 | -12 | 3
-3 | 105 | 1 | -1 | 109 | 109 | 3 | 0.7 | CSCCC(NC(N)=O)C(=O)NCc1cccc(Cl)c1 (stereo not drawn) | 1 | 1 | 2
0 | 99 | -4 | 0 | 99 | 101 | 1 | 0.1 | CN1C(=O)/C(=C/c2ccco2)SC1=Nc1ccc(N2CCOCC2)cc1 | 0 | 5 | 2
-6 | 101 | -6 | -2 | 103 | 108 | -4 | 0.8 | COc1ccc(C(C)C)cc1S(=O)(=O)n1ccnc1C | 0 | -3 | 3
-7 | 101 | -7 | 1 | 103 | 100 | -8 | 0.6 | CCOc1cc(/C=N/n2cnnc2)c(Br)cc1O | 0 | -10 | 5
-3 | ? | 1 | 0 | 103 | 101 | 0 | 0.3 | Cc1ccccc1SCCNC(=O)CCc1ccccc1 | -2 | -3 | 11
-1 | 102 | -8 | 1 | 102 | 101 | -8 | 0.9 | CCn1ncc(C2=NOC(C(=O)NCc3ccc(Cl)cc3)C2)c1C (stereo not drawn) | 0 | -8 | 7
-11 | 104 | -11 | -5 | 101 | 101 | -3 | -0.1 | COC(=O)c1ccc2c(c1)N(C)CCS2 | -5 | -7 | -1
0 | 100 | -3 | 0 | 95 | 96 | 1 | 4.8 | O=C(O)CCCCCn1c(SCc2cc(=O)n3cc(Cl)ccc3n2)nc2ccsc2c1=O | 0 | 3 | 16
-4 | 102 | 0 | 2 | 100 | 103 | -5 | 1.5 | COc1ccc(C2N(C(=O)N3CCOCC3)CCN2S(=O)(=O)c2ccc(C)cc2)cc1 (stereo not drawn) | 0 | -12 | 45
-17 | 112 | -13 | -6 | 102 | 102 | -2 | -0.1 | Cc1nnc(NC(=O)CC(NC(=O)C(F)(F)F)c2ccccc2)s1 (stereo not drawn) | -8 | 3 | 2
1 | 100 | 2 | 0 | 97 | 99 | 0 | -0.3 | C(/C=C/c1ccco1)=N/N1CCN(c2ccccc2)CC1 | -3 | 5 | 0
-4 | 99 | -4 | -4 | 97 | 97 | -5 | 1.1 | O=C(CN1C(=O)S/C(=C/c2cccnc2)C1=O)N1CCOCC1 | -1 | -2 | 16
-2 | 100 | -2 | 3 | 101 | 90 | -3 | -0.1 | CC(=O)Nc1ccc(S(=O)(=O)N2C3CCCC2CC(NC(=O)C2CCCCC2)C3)cc1 (stereo not drawn) | 0 | 1 | 0
3 | 93 | -3 | 3 | 93 | 89 | 0 | 0.0 | O=C(Nc1c(C(=O)Nc2ccccc2)cnn1-c1ccccc1)c1ccco1 | 0 | 0 | 0
-3 | 103 | -3 | 0 | 101 | 102 | -3 | 0.1 | Cc1ccc(Nc2ncccc2C(=O)O)cc1C | 3 | -5 | 1
-3 | 95 | -4 | -3 | 98 | 105 | 1 | 0.1 | Cc1ccc(C)c(NC(=O)C2C(c3ccccc3)C2(Cl)Cl)c1 (stereo not drawn) | -3 | 0 | 4
-22 | 99 | 1 | 7 | 95 | 96 | 6 | -0.6 | Cc1n[nH]c(=S)n1/N=C/c1ccc(-c2ccccc2[N+](=O)[O-])o1 | 0 | 14 | -2
-5 | 103 | -11 | -1 | 102 | 102 | -5 | 1.2 | Cc1cc(C(=O)Nc2c(C)nn(Cc3c(Cl)cccc3Cl)c2C)no1 | 1 | -6 | 11
-10 | 94 | -6 | -4 | 100 | 98 | -6 | 1.1 | CCOc1ccc(NC(=O)COc2ccc(C(=O)NC3CCCc4ccccc43)cc2OC)cc1 (stereo not drawn) | -6 | -17 | 4
-7 | 102 | -5 | -2 | 101 | 100 | -7 | 0.3 | O=C(COC(=O)c1cncc(Br)c1)NCC1CCCO1 (stereo not drawn) | 8 | -14 | 14
-7 | 106 | -5 | 0 | 105 | 106 | -11 | 0.2 | CCCCCn1c(NCc2ccco2)nc2ccccc21 | -2 | -13 | 1
0 | 96 | 0 | 1 | 93 | 100 | -2 | -0.6 | CSc1ncccc1C(=O)N1CCCC(CCC(=O)NCc2ccccc2F)C1 (stereo not drawn) | 0 | -2 | -1
1 | 102 | 3 | 7 | 103 | 102 | 2 | -0.7 | O=C(Cn1ccc([N+](=O)[O-])n1)N1CCCCC1 | -4 | 5 | -1

Record cards, as listed above. Screens in order: Bim-Bcl-B	RGS7-Gao	Bcl-XL Bim block	Bim-Bcl-W	RGS4-Gao reg	RGS8-Gao	Bim-Bcl-2	ABCB1 inh	Mcl-1 Bim block	Bfl-1 Bim block	ABCG2 block
C#Cc1ccc([C@H]2C=C(C(=O)N3CCOCC3)O[C@@H](OCC)[C@@H]2CCCO)cc1 is listed with -2	94	1	0	97	97	-1	0.6	0	-5	4
CC(C)c1ccc(C(CC(=O)O)NC(=O)c2cccs2)cc1 (stereo not drawn) is listed with -6	?	-6	-2	95	98	-3	0.3	-2	-8	-1
CCn1ncc(C2=NOC(C(=O)NCc3ccc(Cl)cc3)C2)c1C (stereo not drawn) is listed with -1	102	-8	1	102	101	-8	0.9	0	-8	7
COc1ccc(CCNC(=O)Cn2c([N+](=O)[O-])cnc2C)cc1OC is listed with -4	99	-2	0	101	102	-3	1.3	-1	-6	3
O=C(O)CCCCCn1c(SCc2cc(=O)n3cc(Cl)ccc3n2)nc2ccsc2c1=O is listed with 0	100	-3	0	95	96	1	4.8	0	3	16
